PKM2 activator: qHTS Assay for Activators of Human Muscle isoform 2 Pyruvate Kinase; AID 1631, 2009; Potency, µM (series often up to 57.5 µM), without a hit: top-dose activation, most hits filed as activators; purified PKM2, Kinase-Glo ATP luminescence, activation; response scale: 0% is enzyme alone, no compound; Pyruvate kinase PKM (Homo sapiens), P14618; 0.34% of 260,000 active; also: potency is read from the fitted curve at half-maximal effect; % is scaled to controls: 0 for no effect and ±100 for the full control effect; nearly all actives have a fitted effect of over 55% in size
Target sequence (P14618 whole entry, looked up, canonical isoform): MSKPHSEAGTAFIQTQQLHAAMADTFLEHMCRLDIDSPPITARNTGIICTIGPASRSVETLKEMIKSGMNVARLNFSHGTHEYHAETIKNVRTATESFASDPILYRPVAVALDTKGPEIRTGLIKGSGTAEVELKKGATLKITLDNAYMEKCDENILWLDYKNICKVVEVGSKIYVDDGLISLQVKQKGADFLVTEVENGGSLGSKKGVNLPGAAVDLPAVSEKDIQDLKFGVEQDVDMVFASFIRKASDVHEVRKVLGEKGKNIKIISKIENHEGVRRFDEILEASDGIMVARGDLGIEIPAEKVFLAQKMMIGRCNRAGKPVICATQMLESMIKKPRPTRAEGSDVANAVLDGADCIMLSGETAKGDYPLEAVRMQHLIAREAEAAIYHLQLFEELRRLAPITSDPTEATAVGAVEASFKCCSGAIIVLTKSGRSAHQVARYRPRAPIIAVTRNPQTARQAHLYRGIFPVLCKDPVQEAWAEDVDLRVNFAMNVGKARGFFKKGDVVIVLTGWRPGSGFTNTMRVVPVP
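Purified hPK-M2 (>95% pure) converted ADP (0.1 mM final) to ATP with 0.5 mM PEP in 50 mM imidazole pH7.2, KCl, MgCl2, Tween 20, BSA; 1 h at room temperature. ATP detected by Kinase-Glo luminescence.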
TSHR antagonist: Antagonists of the Thyroid Stimulating Hormone Receptor: HTS campaign | Thyrotropin receptor (Homo sapiens), P16473 | TSHR-expressing cells, TSH-stimulated cAMP HTRF, 2 h; hits give low values | activity change, negative = inhibition, % at 11.5 µM | 0.2% of 330,000 active;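 active = activity change below a set negative limit, meaning inhibition stronger than a set level, cut at about -70% in these data; inconclusive = activity change between two set negative limits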; also: % is scaled to controls: 0 for no effect and ±100 for the full control effect
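Cell-based HTRF cAMP assay; TSHR cells + compound, TSH EC80 (4nM final), 2 h, 37 deg C. Lysis with anti-cAMP cryptate and cAMP-d2, 30 min RT, read 665/620 nm.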
MBNL1-CUG inh: qHTS Assay for Inhibitors of MBNL1-poly(CUG) RNA binding. Muscleblind-like protein 1 (Homo sapiens), Q9NR56. 0.036% of 280,000 active. TR-FRET MBNL1-His/biotin-(CUG)12 binding, 665/545 ratio. Potency, µM (highest dose often 57.5 µM), for inactives: top-dose activity change, negative = inhibition, usual class: inhibitors; active = well fitted inhibition curve with a large enough effect in the signal ratio, with a control signal flat, not every such curve was filed as active; inconclusive = small, poorly fitted or top-dose-only effect, or effect the other way, or a change in a side signal; inactive = no such curve, though single readings can be large or run the other way; the % refers to the signal ratio; also: potency is read from the fitted curve at half-maximal effect; % is scaled to controls: 0 for no effect and ±100 for the full control effect
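TR-FRET between His-tagged MBNL1 and biotin-(CUG)12 RNA, detected with Tb anti-His antibody (0.055 ng/ul) and streptavidin-XL665 (5 nM), 60 min at room temperature. Compounds titrated 92 nM to 58 uM; 665/545 nm ratio normalized to buffer and complex controls.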
Mito fusion act: qHTS Assay for Small Molecule Inhibitors of Mitochondrial Division or Activators of Mitochondrial Fusion. S. cerevisiae fusion-defective mutant growth rescue, CellTiterGlo 48 h. Potency, µM (doses to about 46.1 µM), inactives show top-dose growth rescue (activation), most hits filed as activators. 0.23% of 320,000 active. AID 485298, 2010;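 also: potency is read from the fitted curve at half-maximal effect; % of control where 0% means no effect; nearly all actives have a fitted effect of over 45% in size; temperature-sensitive fusion mutants such as fzo1-1 at 37 °C on non-fermentable ethanol glycerol medium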
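Compounds are tested for their ability to restore growth of mitochondrial fusion-defective yeast strains at non-permissive 37C in YPEG medium over 48 hours. Viability is quantified by luciferase luminescence.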
KCNH2 WT inh: qHTS for Inhibitors of KCHN2 3.1: Wildtype qHTS | U2OS, BacMam KCNH2, thallium flux FluxOr; hits give low values | Voltage-gated inwardly rectifying potassium channel KCNH2 (Homo sapiens), Q12809 | 0.37% of 340,000 active | activity change, % at 1.84 µM;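 active = maximum activity change below -70%; inconclusive = maximum activity change between -70% and -50%; inactive = maximum activity change above -50%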; also: % is scaled to controls: 0 for no effect and ±100 for the full control effect
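U2OS cells were transduced with wild-type KCNH2 virus (2.03 x 10^8 / mL) for 4 h at room temperature, then cultured overnight at 37 C. Thallium flux was read with FluxOr dye. Rate constants were normalized to DMSO controls.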
Menin MLL FP TR: qHTS Assay for Inhibitors Targeting the Menin-MLL Interaction in MLL Related Leukemias: Competition With Texas Red Labeled MLL-derived Mutant Peptide; O00255; Menin + Texas Red MLL mutant peptide, fluorescence polarization; Potency, µM (highest dose often 61.6 µM), for inactives: at the highest dose FP activity change, negative = inhibition, actives largely listed as inhibitors; 0.23% of 270,000 active; AID 1768, 2009; active = well fitted inhibition curve with a large enough effect in the polarisation, with a control signal flat, not every such curve was filed as active; inconclusive = small, poorly fitted or top-dose-only effect, or effect the other way, or a change in a side signal; inactive = no such curve, though single readings can be large or run the other way; the % refers to the polarisation; also: potency is read from the fitted curve at half-maximal effect; % of control where 0% means no effect; many of its hits are not listed in these tables
GALK inhibitor: qHTS Assay for Inhibitors of Human Galactokinase (GALK); P51570; Purified GALK, Kinase-Glo residual ATP luminescence; 0.007% of 270,000 active; AID 1868, 2009; Potency, µM (top dose mostly 57.5 µM), for the others: top-dose activity change, negative = inhibition, actives largely listed as inhibitors; also: potency is read from the fitted curve at half-maximal effect; % is scaled to controls: 0 for no effect and ±100 for the full control effect
Target sequence (P51570 whole entry, looked up): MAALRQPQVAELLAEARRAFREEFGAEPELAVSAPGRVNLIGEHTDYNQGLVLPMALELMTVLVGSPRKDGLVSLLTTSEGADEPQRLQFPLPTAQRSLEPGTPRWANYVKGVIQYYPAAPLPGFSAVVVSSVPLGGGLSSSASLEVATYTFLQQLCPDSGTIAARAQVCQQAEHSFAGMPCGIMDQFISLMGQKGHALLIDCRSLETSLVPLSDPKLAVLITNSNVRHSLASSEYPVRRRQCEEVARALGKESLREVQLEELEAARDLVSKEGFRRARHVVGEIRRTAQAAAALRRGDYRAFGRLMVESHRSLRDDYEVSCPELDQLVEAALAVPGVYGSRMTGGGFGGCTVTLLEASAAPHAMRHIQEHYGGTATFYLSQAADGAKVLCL
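Luminescence from leftover ATP (Ultra-Glo luciferase/luciferin) served as read-out after a 1 h room-temperature reaction of 5 nM GALK with 35 uM ATP and 100 uM galactose.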
ASM inhibitor: Inhibitors of Secretory Acid Sphingomyelinase (S-ASM): qHTS; placental ASM, HMU-PC fluorogenic substrate, 60 min; Potency, µM (series often up to 57.5 µM), for the others: top-dose activity change, negative = inhibition, actives largely listed as inhibitors; 0.006% of 340,000 active; AID 504937, 2011; also: potency is read from the fitted curve at half-maximal effect
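Steps: dispense placental human ASM, pin compound, wait 10 min at room temperature, add HMU-PC0 substrate at 9 uM final, incubate 60 min at 37 °C, add stop solution raising pH to 10, read fluorescence.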
USP2a inh: qHTS Assay for Inhibitors of Ubiquitin-specific Protease USP2a Using CHOP2 as the Reporter. AID 463254, 2010. USP2 core, Ub-CHOP2 coupled fluorogenic reporter, 485/531. 0.01% of 330,000 active. Potency, µM (doses to about 38.3 µM), for the others: top-dose activity change, negative = inhibition, most hits filed as inhibitors;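 also: potency is read from the fitted curve at half-maximal effect; plate controls were DMSO wells for no effect and full inhibition by NEM control for full effect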
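Cell-free coupled assay: 10nM USP2 core preincubated 30min RT with compound in Tris-HCl pH 8.0/CaCl2/CHAPS buffer, then 25nM Ub-CHOP2 and 25nM reporter substrate; fluorescence (Ex 485/Em 531) read after 60min RT, normalized to NEM inhibition, concentration-response curves fitted.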
Eya2 inh: qHTS Assay for Inhibitors of the Phosphatase Activity of Eya2. recombinant Eya2, OMFP fluorescence dephosphorylation (OMFP is methylfluorescein phosphate). 0.006% of 330,000 active. AID 488837, 2010. Protein phosphatase EYA2 (Homo sapiens), O00167. Potency, µM (titrated, usually from 76.9 µM), without a hit: at the top dose activity, negative = inhibition, most hits filed as inhibitors; also: potency is read from the fitted curve at half-maximal effect; % is scaled to controls: 0 for no effect and ±100 for the full control effect
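Eya2 protein (added as 0.2 uM solution) was preincubated with compound for 10 min at ambient temperature in 50 mM HEPES pH 7.5, 50 mM NaCl, 5 uM MgCl2, 0.05% BSA, 1 mM DTT. OMFP (added at 50 uM) then reacted 10 min; fluorescence read at 485/525 nm.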
Chronic BCR inh: qHTS Assay to Find Inhibitors of Chronic Active B-Cell Receptor Signaling; ABC-DLBCL IkBa-CBG/CBR reporter, luminescence ratio, 4 h; 0.05% of 340,000 active; Potency, µM (doses to about 46.1 µM), without a hit: top-dose ratio change, negative = lower green/red ratio, actives largely listed as inhibitors; AID 493014, 2011; active = well fitted inhibition curve with a large enough effect in the signal ratio, with a control signal flat, not every such curve was filed as active; inconclusive = small, poorly fitted or top-dose-only effect, or effect the other way, or a change in a side signal; the % refers to the signal ratio;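 also: potency is read from the fitted curve at half-maximal effect; plate controls were basal doxycycline-induced cells for no effect and cells given 10 µM MG132 for full effect; MG132 reads +100%, hits lower the ratio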
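Concentration-response series (up to 46 uM) were applied to TMD8 dual-reporter cells for 4 h at 37C with doxycycline. Green/red ratio, after filter-overlap correction, defined %Activity; red signal alone was normalised to basal cells and zero luminescence.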
The depositor's hits bear a star; ? = inconclusive; . = no result given. Unless noted, calls follow the shape of the dose curve; as a rule, active = well fitted curve in the direction sought with a large enough effect; inconclusive = small, poorly fitted or top-dose-only effect, or another doubt; inactive = no such curve, though single readings can be large; an effect the other way counts as inactive or inconclusive. The list is partial (hit frequency here may not be typical).

SMILES | PKM2 activator | TSHR antagonist | MBNL1-CUG inh | Mito fusion act | KCNH2 WT inh | Menin MLL FP TR | GALK inhibitor | ASM inhibitor | USP2a inh | Eya2 inh | Chronic BCR inh
Cc1cc(C)c(C(=O)N2CCCC(CNS(=O)(=O)N(C)C)C2)o1 (stereo unspecified) | -3% | -5 | -1% | -5% | -36 | -13% | 7% | 2% | 2% | -9% | 5%
CCOC(=O)N1CCC(NC(=O)COc2cc(=O)n(C)c3ccccc23)CC1 | 1% | 9 | -4% | 2% | 0 | -6% | 1% | -1% | 4% | -5% | 3%
COc1ccc(CCNC(=O)C(=O)Nc2ccc3c(c2)OCCO3)cc1OC | -1% | 4 | -5% | -11% | 8 | 15% | 10% | 1% | 4% | -1% | -1%
CSc1nc(-c2ccco2)nn1C(=O)c1ccco1 | -2% | 3 | -4% | 0% | 1 | 5% | -2% | 0% | 1% | 0% | 8%
Cc1cc(NCCCN2CCOCC2)n2ncc(-c3ccc(Cl)cc3)c2n1 | -1% | -10 | -14% | -8% | 16 | ? | -2% | 10% | 0% | 8% | 5%
O=C(CN(C1CCCCC1)S(=O)(=O)c1ccc(Br)cc1)NCc1ccncc1 | 2% | -5 | 4% | 5% | 31 | -3% | 1% | 0% | 11% | 6% | -1%
CCn1c(SCC(=O)Nc2ccc(F)cc2)nnc1C1CC1 | -8% | 21 | 2% | -1% | -3 | 0% | 8% | 1% | 3% | -9% | 3%
O=C(CSc1nc2ccccc2s1)N1N=C(c2cccs2)CC1c1ccc(F)cc1 (stereo unspecified) | -5% | -6 | 4% | 24% | -5 | -24% | 2% | -10% | 1% | -5% | 0%
COc1cccc(C(=O)Oc2cccc(N3C(=O)C4C5CC(C(Br)C5Br)C4C3=O)c2)c1 (stereo unspecified) | -5% | . | -2% | -4% | -8 | -27% | -2% | -5% | . | . | .
COc1cccc(OCc2cc(C(=O)N3CCN(C4CCCC4)CC3)no2)c1 | 2% | -6 | -4% | -3% | -16 | . | 4% | 7% | -1% | -10% | 3%
CC(=O)c1ccc(Cc2ncc(C(F)(F)F)cc2Cl)s1 | -18% | 0 | ? | -10% | 1 | ? | -4% | -1% | 0% | 17% | 8%
O=C(CSc1n[nH]c(=O)n1C1CC1)Nc1ccc(OC(F)(F)F)cc1 | . | -2 | . | . | -4 | . | . | 1% | -1% | 1% | ?
Cc1ccc(NC(=O)COC(=O)c2c[nH]c3ccccc23)cc1C | . | 2 | . | 3% | 0 | . | . | -8% | 0% | 3% | 0%
COC(=O)CNC(=O)c1cn(CC(C)C)c(=O)c2cc(OC)c(OC)cc12 | -4% | 11 | -1% | -1% | -11 | 11% | 1% | 0% | -6% | 9% | -1%
COc1ccc(/C=C/C(=O)NC(=S)NNC(=O)c2cccs2)cc1OC | 14% | -3 | -9% | -1% | -23 | . | 1% | 6% | -2% | -17% | 0%
COc1cc(-c2ccc(NC(=O)CN3CCC(C)CC3)c(OC)c2)ccc1NC(=O)CN1CCC(C)CC1 | -4% | 5 | -5% | -5% | 0 | 0% | -2% | 3% | 1% | 4% | -14%
CS(=O)(=O)N1CCCC(C(=O)Nc2ccccc2C(F)(F)F)C1 (stereo unspecified) | -1% | 3 | 4% | -2% | -2 | -1% | . | 11% | 1% | 1% | -1%
Cc1cc(C)c(Cc2c(C)nc3c(C(=O)NCc4ccco4)cnn3c2C)c(C)c1 | -11% | -23 | -1% | 11% | -5 | -9% | 0% | -26% | -10% | -18% | 2%
Nc1nc(COc2ccc(F)cc2)nc(N2CCCCC2)n1 | 2% | -2 | . | 1% | 6 | -1% | 8% | 4% | 1% | 2% | ?
CC(=O)Nc1ccc(N2CCOCC2)c([N+](=O)[O-])c1 | -1% | -3 | ? | 2% | -1 | 12% | 12% | -2% | -1% | 1% | -4%
COc1ccc2cc(CCNC(=O)c3cccs3)c(=O)[nH]c2c1 | 4% | -3 | 9% | -9% | -1 | 5% | . | 1% | 0% | 10% | 0%
O=C(c1ccco1)N1CCN(C(=O)c2ccc(COc3ccc4c(c3)CCC4)o2)CC1 | 1% | -36 | 7% | -3% | 35 | ? | 0% | -3% | -1% | -11% | ?
CCOC(=O)N1CCN(CC(=O)N2c3ccccc3CC2C)CC1 (stereo unspecified) | 5% | -8 | -2% | 0% | -9 | 0% | -2% | 9% | 0% | -5% | 0%
N/C(=N\OC(=O)CCC1CCCC1)c1cccnc1 | -2% | -40 | 4% | -4% | 1 | 2% | 3% | 1% | 0% | 7% | 12%
CC(=O)NC12CC3CC(C1)CC(C(=O)N1CCN(S(=O)(=O)c4cccc(F)c4)CC1)(C3)C2 | -3% | 10 | -3% | 1% | 1 | -4% | 0% | . | 0% | -9% | -1%
CC(C)(C)S(=O)(=O)c1cnc(-c2ccccn2)nc1N | -4% | 1 | . | -1% | -4 | . | 0% | 2% | -5% | 0% | 13%
CN1CCC(N(C)C(=O)/C=C/c2cn(-c3ccccc3)nc2-c2cccs2)CC1 | 2% | 11 | ? | -29% | 1 | -3% | 4% | 11% | -2% | -16% | ?
COc1ccc(C(=O)NC(=S)NCc2cccnc2)cc1Br | 3% | -9 | -2% | 0% | . | -28% | -3% | 5% | 1% | -19% | -15%
CCOc1ccc(CN2CCN(CC3=Cc4cccc(OC)c4OC3)CC2CCO)cc1 (stereo unspecified) | 2% | 5 | -7% | -7% | -48 | -9% | 4% | 3% | -1% | -21% | ?
COc1ccc(-c2cc(C)no2)cc1S(=O)(=O)Nc1cccc(CN2CCCC2)c1 | . | 1 | -16% | 2% | -9 | . | 6% | 1% | -3% | 3% | -7%
CC1CCCCC1NC(=O)Cn1c(=O)cnc2ccccc21 (stereo unspecified) | . | -4 | . | . | 5 | . | . | 4% | 2% | 3% | -1%
CC1=NNC(=O)C1CC(=O)N/N=C/c1ccc(C)o1 (stereo unspecified) | 0% | 13 | 6% | 1% | -4 | . | -1% | 1% | 2% | 17% | 5%
O=C1N(Cc2ccccc2)c2ccc(Cl)cc2C12OCCO2 | -2% | -6 | -3% | 23% | -9 | -1% | 5% | -2% | -9% | -2% | 0%
Cc1cccc2c1-c1sc(C(=O)NCCCN3CCC(C)CC3)cc1CO2 | . | 9 | ? | -23% | 11 | -16% | 2% | . | 1% | -3% | ?
O=C(C1CCC1)N1CCc2cc(S(=O)(=O)NCc3cccnc3)ccc21 | 27% | -8 | -5% | -1% | -2 | 4% | 3% | 3% | 0% | 1% | 8%
NC1=NC(=O)/C(=C\C=C\c2ccccc2)S1 | 2% | -3 | ? | -5% | -10 | -24% | -2% | 9% | 4% | -1% | -1%

Assay outcomes deposited in PubChem by National Center for Advancing Translational Sciences (NCATS).
